# PriA SSB inh: K. pneumoniae PriA-SSBct interaction inhibition; AID 1272365; AlphaScreen SSBct-PriA binding, biotinylated peptide; 430,000 tested, 0.6% active; inhibition, % at 33 µM; in the data active means inhibition mostly above about 37%, no sharp cut-off; inactive means mostly below about 20%;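 further: plate controls were negative control peptide for no effect and reference peptide for full effect; strong numbers were not always called active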
# Rv3671c inh: inhibitors of M. tuberculosis serine protease Rv3671c | P9WHR9 | 320,000 tested, 0.048% active | AID 2606 | inhibition, % at 5.96 µM; in the data active means inhibition above about 38%;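 further: extracellular domain of Rv3671c used as enzyme; 0% = enzyme with DMSO and 100% = no enzyme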
# Mtb BioA inh: inhibitors of Mycobacterium tuberculosis BioA enzyme | purified M. tuberculosis BioA enzyme, plate reader | 360,000 tested, 0.096% active | inhibition, % at 9.99 µM; in the data active means inhibition above about 40%
# BH1578 lux ind: induces V. cholerae light production without autoinducers | activation, % at 18.7 µM | AID 588436 | V. cholerae BH1578 lux reporter, luminescence, 6 h | 350,000 tested, 0.16% active; in the data active means activation mostly above about 9.7%, no sharp cut-off; further: not every result past the cut was called active; inactives centre near 0; reference of the scale not given here
# UGM FP inh: Mtb UDP-galactopyranose mutase inhibition; P9WIQ1; purified UGM, fluorescence polarization probe displacement; inhibition, % at 10 µM; 320,000 tested, 0.06% active; in the data active means inhibition above about 10%, passing the limit was not always enough
# Target sequence (P9WIQ1 whole entry, looked up): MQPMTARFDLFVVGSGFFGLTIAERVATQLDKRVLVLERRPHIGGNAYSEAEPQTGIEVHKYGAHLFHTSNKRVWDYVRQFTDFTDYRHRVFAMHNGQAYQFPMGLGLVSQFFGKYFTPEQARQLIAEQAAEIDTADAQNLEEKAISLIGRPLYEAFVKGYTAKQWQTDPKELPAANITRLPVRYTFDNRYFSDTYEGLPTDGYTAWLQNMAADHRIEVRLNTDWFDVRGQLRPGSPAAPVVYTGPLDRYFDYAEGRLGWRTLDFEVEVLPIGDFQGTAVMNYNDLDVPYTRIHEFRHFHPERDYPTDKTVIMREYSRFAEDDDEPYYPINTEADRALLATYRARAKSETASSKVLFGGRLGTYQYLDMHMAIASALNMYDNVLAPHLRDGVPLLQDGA
# FBA Mtb inh: inhibits M. tuberculosis FBA enzyme. P9WQA3. purified M. tuberculosis FBA, fluorescence read-out. inhibition, % at 1 µM. 360,000 tested, 2.3% active; in the data active means inhibition above about 27%;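 further: 0% = vehicle and 100% = reference inhibitor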
# Target sequence (P9WQA3 whole entry, looked up): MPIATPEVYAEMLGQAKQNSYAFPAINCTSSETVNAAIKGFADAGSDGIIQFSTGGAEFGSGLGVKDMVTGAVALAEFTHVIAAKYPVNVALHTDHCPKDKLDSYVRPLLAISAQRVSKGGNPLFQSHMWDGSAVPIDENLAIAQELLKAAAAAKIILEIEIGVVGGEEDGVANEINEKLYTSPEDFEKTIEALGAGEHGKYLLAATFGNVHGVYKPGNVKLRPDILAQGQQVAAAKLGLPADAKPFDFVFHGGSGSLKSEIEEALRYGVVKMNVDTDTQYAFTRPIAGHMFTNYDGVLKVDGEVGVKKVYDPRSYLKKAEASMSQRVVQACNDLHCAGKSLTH
# MazF activator: increases E. coli MazEF RNase cleavage of RNA; P0AE70; FAM/BHQ RNA-DNA oligo cleavage fluorescence, 5 h; activation, % at 20 µM; 350,000 tested, 0.32% active; AID 504720; in the data active means activation above about 50%
# Target sequence (P0AE70 whole entry, looked up): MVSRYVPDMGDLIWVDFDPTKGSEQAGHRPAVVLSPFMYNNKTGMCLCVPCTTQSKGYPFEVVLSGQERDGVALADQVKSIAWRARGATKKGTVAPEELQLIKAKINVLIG
# 3CLpro inhibitor: SARS-CoV 3CLpro protease inhibition | P0C6X7 | recombinant SARS-CoV 3CLpro, quenched FRET peptide cleavage | inhibition, % at 6 µM | 290,000 tested, 0.14% active; in the data active means inhibition above about 12%
# GDH-TPI inh: inhibits GDH-TPI coupling enzymes, artifact for Mtb FBA screen; GDH-TPI coupled enzyme counterscreen, NADH absorbance; inhibition, % at 4.8 µM; 360,000 tested, 1.2% active; AID 588335; in the data active means inhibition above about 30%;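 further: 0% = DMSO wells and 100% = wells lacking the enzyme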
# DUSP3 inh: inhibitors of human VHR1 phosphatase (DUSP3) | 290,000 tested, 0.52% active | AID 1654 | recombinant VHR phosphatase, pNPP absorbance | inhibition, % at 13.3 µM; in the data active means inhibition above about 50%; further: some compounds called inactive have numbers as strong as hits
# * marks the source's active call; other numbers are inactive results; i = inactive; x = no result given; & = joins results of further samples.
1. CCOc1cccc(CN2CCCC(C(=O)c3cc(Cl)ccc3OC)C2)c1O (centres undefined)
2. O=C(C[n+]1cccc(NC(=O)c2ccccc2)c1)c1cccc([N+](=O)[O-])c1
3. CCOc1ccc(C(C)=O)cc1COC(=O)CCc1cc(OC)c(OC)c(OC)c1
4. C#Cc1ccc([C@@H]2C=C(C(=O)O)O[C@H](OCc3ccc(CO)cc3)C2)cc1
5. Cc1cc(C(F)(F)F)nn1CCCNC(=O)c1cnccn1
6. CCOC(=O)Cc1c(C)nc(-c2ccccc2)[nH]c1=O
7. Cc1ccc(S(=O)(=O)N(Cc2ccc([N+](=O)[O-])cc2)C(=O)N2CCN(C)CC2)cc1
8. CC(=O)Nc1ccc(OCC(=O)c2ccc(C)cc2C)cc1

Compound,1,2,3,4,5,6,7,8
PriA SSB inh,-1,4,7,-27,-11,1,-10&-18,-4
Rv3671c inh,6,3,-7,10,-5,0,x,3
Mtb BioA inh,0.1,13,5.7,1.3,0.4,-6.2,x,-0.7
BH1578 lux ind,i,-0.5,-1.4,i,i,i,-1.9,i
UGM FP inh,1.4,-3.2,-0.6,-2.3,2.0,-0.9,x,4.5
FBA Mtb inh,-1,0,-5,4,0,-7,4,0
MazF activator,2,22,17,1,-4,3,4,-3
3CLpro inhibitor,-5,0,-9,0,-1,-5,x,2
GDH-TPI inh,11,3,0,7,-2,14,3,-5
DUSP3 inh,12,15,25,35,5,-14,x,25

9. COc1ccnc2c1c(=O)n(Cc1ccccc1Cl)c(=O)n2C
10. CCCCc1c(C(=O)O)cc(OC)cc1C(=O)O
11. O=C(CN1C(=O)NC2(CCCCC2)C1=O)NCCC1=CCCCC1
12. COCc1nnc(NC(=O)C2CC(=O)N(C3CCCC3)C2)s1 (centres undefined)
13. O=C(O)CSc1ccc(NC(=O)Nc2ccccc2F)cc1
14. CC(C)c1ccc(NC(=O)CCN2C(=O)c3ccc([N+](=O)[O-])cc3C2=O)cc1
15. O=C(NOCc1ccccc1)c1coc(-c2ccccc2)n1
16. O=C(COc1ccc(Cl)cc1)Nc1ncccn1

Compound,9,10,11,12,13,14,15,16
PriA SSB inh,-14,2,-10,1,-14,-2,0,-4
Rv3671c inh,1,2,-4,3,1,3,x,1
Mtb BioA inh,0.0,3.2,-0.2,-0.6,1.1,-3.3,1.4,x
BH1578 lux ind,-0.4,1.9,-0.5,-0.2,2.4,-0.3,i,i
UGM FP inh,3.6,-1.9,-1.2,-0.3,0.1,2.2,x,1.2
FBA Mtb inh,-1,-1,1,0,2,4,4,4
MazF activator,9,-2,3,5,3,3,2,5
3CLpro inhibitor,2,1,5,-2,3,-7,x,-3
GDH-TPI inh,-6,-6,-2,12,1,5,7,7
DUSP3 inh,25,36,6,16,9,10,x,20

17. COc1ccc(-c2nn(Cc3ccccc3)cc2C(=O)N2CCN(c3ccccn3)CC2)cc1OC
18. CCOC(=O)/C(C#N)=C1/SC(C)C(=O)N1c1ccc(Br)cc1 (centres undefined)
19. Cc1nc2ccccc2c(=O)n1NS(C)(=O)=O
20. CC(=O)C1=C(O)CC(C)(C)CC1=NCCc1nc2ccccc2[nH]1
21. CCCOc1ccc(NC(=O)CCC(=O)NC(C)c2ccccc2)cc1 (centres undefined)
22. C=CCN1CC[C@]23c4c5ccc(O)c4O[C@H]2C(=O)CC[C@@]3(O)[C@H]1C5
23. c1nc(COc2nsnc2N2CCOCC2)cs1
24. C/C(=N\NC(=O)c1ccccn1)C12CC3CC(CC(C3)C1)C2

Compound,17,18,19,20,21,22,23,24
PriA SSB inh,7,-5,-11,-9,0,x,-4,x
Rv3671c inh,-1,-9,4,2,0,-3&2,2,5
Mtb BioA inh,1.2,3.9,-0.3,-1.2,-0.7,0.8&0.8,-0.1,-2.4
BH1578 lux ind,0.5,-7.4,i,-0.2,1.5,-0.1,i,i
UGM FP inh,2.2,-0.2,-0.7,-0.9,-1.4,-0.2&0.0,5.6,-0.9
FBA Mtb inh,7,-7,-1,-2,0,-1&4,-2,-3
MazF activator,4,0,5,-7,4,6&-2,-3,-6
3CLpro inhibitor,x,0,1,5,6,1,1,-1
GDH-TPI inh,-12,16,4,9,-7,-4&14,10,-10
DUSP3 inh,x,38,29,16,9,3,2,6

25. CN1CCc2nc(SCc3ccc(Cl)cc3)c(C#N)c(-c3cccs3)c2C1
26. O=C(Nc1cccc2cccnc12)c1cccc(N2C(=O)CCC2=O)c1
27. CC1CN(S(=O)(=O)c2ccc(C(=O)Nc3ccccc3F)cc2)CC(C)O1 (centres undefined)
28. CCc1nc2ccccc2c(C(=O)NCc2ccc(OC)cc2)c1C
29. Cc1ccc(OCCCC(=O)NC(C)c2ccccc2)c(C)c1 (centres undefined)
30. CC1(c2nnc(-c3ccncc3)o2)CC(c2ccc(F)cc2)=NO1 (centres undefined)
31. O=C(NC1CC2CCCC(C1)N2Cc1cccs1)N1CCOCC1 (centres undefined)
32. O=C(CCc1nnc2ccc(NCc3ccco3)nn12)Nc1ccc(F)cc1F

Compound,25,26,27,28,29,30,31,32
PriA SSB inh,10,-5,5,-6,-7&-4,-3,5,-7
Rv3671c inh,2,-8,-1,0,0,-2,2,-6
Mtb BioA inh,x,3.3,0.1,-2.4,-0.1,1.0,x,1.8
BH1578 lux ind,x,x,-0.4,i,i,1.0,-0.2,-0.3
UGM FP inh,0.0,0.4,-6.8,-4.3,-1.4,-0.4,-2.5,-0.5
FBA Mtb inh,x,0,5,2,3,4,-5,3
MazF activator,34,13,-2,5,-5,-6,8,14
3CLpro inhibitor,-1,-1,x,-2,5,x,-4,-1
GDH-TPI inh,x,3,-3,2,3,11,4,-5
DUSP3 inh,x,8,x,22,-3,11,-4,-3

# Reprinted at random: 5 entries already listed.
29. Cc1ccc(OCCCC(=O)NC(C)c2ccccc2)c(C)c1 (centres undefined)
28. CCc1nc2ccccc2c(C(=O)NCc2ccc(OC)cc2)c1C
32. O=C(CCc1nnc2ccc(NCc3ccco3)nn12)Nc1ccc(F)cc1F
25. CN1CCc2nc(SCc3ccc(Cl)cc3)c(C#N)c(-c3cccs3)c2C1
31. O=C(NC1CC2CCCC(C1)N2Cc1cccs1)N1CCOCC1 (centres undefined)

Compound,29,28,32,25,31
PriA SSB inh,-7&-4,-6,-7,10,5
Rv3671c inh,0,0,-6,2,2
Mtb BioA inh,-0.1,-2.4,1.8,x,x
BH1578 lux ind,i,i,-0.3,x,-0.2
UGM FP inh,-1.4,-4.3,-0.5,0.0,-2.5
FBA Mtb inh,3,2,3,x,-5
MazF activator,-5,5,14,34,8
3CLpro inhibitor,5,-2,-1,-1,-4
GDH-TPI inh,3,2,-5,x,4
DUSP3 inh,-3,22,-3,x,-4

# (next part)
33. CC(C)(C)c1ccc(N2C(=O)CC(c3ccccc3)C2=O)cc1 (centres undefined)
34. N#C/C(C(=O)N1CCOCC1)=c1/s/c(=C\c2ccccn2)c(=O)n1-c1ccccc1
35. CCC(=Nc1ccc2c(c1)CCC2)c1c(O)n(C)c(=O)n(C)c1=O
36. CC(=O)c1cccc(NC(=O)c2ccc3c(c2)CCN3S(=O)(=O)c2ccccc2)c1
37. Cc1ccc(NNC(=O)Nc2ccc(Cl)cc2)nn1
38. O=C(CN1C2CCC1CC(NC(=O)Nc1ccccc1)C2)NCc1ccco1 (centres undefined)
39. CC(C)CN(C(=O)CN1CCN(c2ccccc2O)CC1)c1c(N)n(CC(C)C)c(=O)[nH]c1=O
40. COc1ccc(/C=N\NC(=O)c2ccccc2OC)cc1COc1c(F)c(F)c(F)c(F)c1F

Compound,33,34,35,36,37,38,39,40
PriA SSB inh,4,x,-31,-2,-1,-2,-11,x
Rv3671c inh,x,-1,5,-82,6,12,0,-42
Mtb BioA inh,-1.6,x,-0.2,-1.1,-0.9,x,x,-0.2
BH1578 lux ind,-0.9,i,-5.9,-0.2,-0.3,i,-0.2,-0.3
UGM FP inh,-0.5,4.8,-2.8,0.4,-0.3,-0.6,0.7,-0.4
FBA Mtb inh,1,0,2,2,-2,0,3,-2
MazF activator,2,0,-17,-3,11,7,0,-14
3CLpro inhibitor,2,0,x,6,-3,-4,-1,10
GDH-TPI inh,10,2,3,7,-7,0,-3,8
DUSP3 inh,13,26,-16,21,-5,11,5,10

# In another format: entries from further up
# Order of values: PriA SSB inh	Rv3671c inh	Mtb BioA inh	BH1578 lux ind	UGM FP inh	FBA Mtb inh	MazF activator	3CLpro inhibitor	GDH-TPI inh	DUSP3 inh
28. CCc1nc2ccccc2c(C(=O)NCc2ccc(OC)cc2)c1C
    -6	0	-2.4	i	-4.3	2	5	-2	2	22
29. Cc1ccc(OCCCC(=O)NC(C)c2ccccc2)c(C)c1 (centres undefined)
    -7&-4	0	-0.1	i	-1.4	3	-5	5	3	-3
30. CC1(c2nnc(-c3ccncc3)o2)CC(c2ccc(F)cc2)=NO1 (centres undefined)
    -3	-2	1.0	1.0	-0.4	4	-6	x	11	11

# Following part
41. CC(=O)c1cc2c(cc1NS(=O)(=O)c1ccc(C)cc1)OCO2
42. CCOC(=O)N/N=C\c1ccc(OC(=O)c2ccc3c(c2)OCO3)cc1
43. CC(C)C[C@@H](CO)N1CCNCCC1=O
44. O=S(=O)(c1cc(F)cc(F)c1)N1CCN(c2ncccn2)CC1
45. CCOC(=O)CNC(=O)Nc1cccc(Cl)c1C
46. N#Cc1ccc(CN2CCN(C(=O)c3cc(Cl)c4c(c3)OCCO4)CC2)cc1
47. C=CCNS(=O)(=O)c1ccc(C(=O)OCc2cc(=O)oc3cc(OC)ccc23)cc1
48. CC1(C(=O)NS(=O)(=O)c2cccc(Cl)c2)CCN1C(=O)CC1CCCC1 (centres undefined)

Compound,41,42,43,44,45,46,47,48
PriA SSB inh,-12,x,-12,-4,-9,-15,-2,x
Rv3671c inh,-2,-4,3,2,1,-13,-8,x
Mtb BioA inh,1.5,-0.3,-0.2,0.5,x,-2.4,-0.5,-1.2
BH1578 lux ind,-0.2,-0.4,1.2,-0.2,-0.3,-10,-0.4,-0.3
UGM FP inh,-0.4,2.0,-2.0,0.8,-5.9,-2.3,-3.7,x
FBA Mtb inh,0,2,3,1,1,-4,20,-1
MazF activator,4,13,11,2,3,-1,7,x
3CLpro inhibitor,-1,-1,0,-3,1,x,1,x
GDH-TPI inh,5,-8,-9,-7,-1,0,7,7
DUSP3 inh,24,20,6,26,6,x,4,x

# This is a subset; rates above refer to the full screens.
